TEAD-YAP block: TEAD-YAP interaction inhibition | HEK-TIYL cells, TEAD-Gal4/YAP UAS-luciferase luminescence | inhibition, % at 9.12 µM | actives 1.4% (n = 640,000) | AID 1259422; in the data active = inhibition above about 32%;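 note: 0% = median of test compound wells and 100% = reference inhibitor wells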
FBW7 act: human FBW7 E3 ligase activation, primary screen; AlphaScreen FBW7–phospho-cyclin E peptide binding, activator screen; normalized activity (activation), % at 26.1 µM; actives 0.13% (n = 650,000); AID 1259310; in the data active = normalized activity above about 1.9%;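 note: purified mutant Fbw7 with reduced substrate affinity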
Target sequence (Q969H0 whole entry, looked up): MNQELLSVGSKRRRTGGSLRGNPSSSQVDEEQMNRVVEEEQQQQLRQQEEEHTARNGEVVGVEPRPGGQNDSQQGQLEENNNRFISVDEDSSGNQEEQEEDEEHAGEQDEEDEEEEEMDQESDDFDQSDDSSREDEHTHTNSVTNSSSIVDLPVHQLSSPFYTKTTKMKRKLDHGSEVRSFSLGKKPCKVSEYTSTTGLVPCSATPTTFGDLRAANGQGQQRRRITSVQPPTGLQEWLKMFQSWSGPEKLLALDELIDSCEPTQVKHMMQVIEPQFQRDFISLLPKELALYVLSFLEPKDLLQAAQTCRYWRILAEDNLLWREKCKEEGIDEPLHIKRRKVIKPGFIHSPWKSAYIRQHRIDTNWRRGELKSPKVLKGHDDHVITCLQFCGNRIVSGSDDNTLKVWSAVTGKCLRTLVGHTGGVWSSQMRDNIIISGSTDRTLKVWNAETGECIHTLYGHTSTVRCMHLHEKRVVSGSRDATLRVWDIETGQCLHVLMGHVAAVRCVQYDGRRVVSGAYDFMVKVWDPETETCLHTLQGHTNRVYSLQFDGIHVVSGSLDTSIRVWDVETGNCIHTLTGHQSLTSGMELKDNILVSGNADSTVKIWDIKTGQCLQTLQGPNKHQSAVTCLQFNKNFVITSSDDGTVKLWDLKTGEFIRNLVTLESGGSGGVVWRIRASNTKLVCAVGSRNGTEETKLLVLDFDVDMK
GPR151 ag: human GPR151 activation | Q8TDV0 | PathHunter beta-arrestin GPR151 cells, luminescence | activation, % at 11.2 µM | actives 1% (n = 650,000) | AID 1508602; in the data active = activation above about 4.9%;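 note: 0% = median of compound wells and 100% = cells with positive control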
Target sequence (Q8TDV0 whole entry, looked up): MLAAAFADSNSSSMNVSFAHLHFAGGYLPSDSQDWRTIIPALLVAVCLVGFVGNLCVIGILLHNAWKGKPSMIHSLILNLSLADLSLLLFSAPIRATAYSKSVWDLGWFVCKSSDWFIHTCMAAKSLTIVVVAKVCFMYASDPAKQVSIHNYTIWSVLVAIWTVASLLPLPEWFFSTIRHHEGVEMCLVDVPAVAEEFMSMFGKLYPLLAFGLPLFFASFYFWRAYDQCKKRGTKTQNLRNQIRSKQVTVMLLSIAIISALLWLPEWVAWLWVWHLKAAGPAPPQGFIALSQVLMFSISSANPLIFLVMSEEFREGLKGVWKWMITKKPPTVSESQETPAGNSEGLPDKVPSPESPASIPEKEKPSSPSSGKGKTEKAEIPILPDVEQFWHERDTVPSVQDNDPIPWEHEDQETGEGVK
MITF primary: human MITF inhibition, primary screen; inhibition, % at 2.6 µM; AlphaScreen MITF homodimerization, bead proximity signal; actives 0.91% (n = 650,000); O75030; AID 1259374; in the data active = inhibition above about 50%;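 note: 0% = vehicle wells with protein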
The depositor's hits bear a star. This is a random part of the collection; about 3.4% have a hit in one of these screens.

Values run as follows: TEAD-YAP block, FBW7 act, GPR151 ag, MITF primary
CNC(=O)c1ccc(-c2ccc(OC)cc2)nc1N1CCOCC1
→ -17, 0.1, -1.4, -9
CS(=O)(=O)N1CCc2nc(-c3cccnc3)nc(N3CCCCCC3)c2C1
→ -1, -0.3, -1.8, -11
NC(=O)NC(=O)CC1S/C(=N/N=C/c2ccccc2)NC1=O (stereo not given)
→ 8, -0.1, 0.5, -4
Cc1cccc(C)c1N(CC(=O)NC1CCCCC1)S(C)(=O)=O
→ 3, -0.1, 2.8, 19
COC(=O)C1=C(C)NC2=C(C(=O)c3ccccc32)C1c1ccc(Br)cc1 (stereo not given)
→ 10, -0.2, 2.4, 1
Cc1cccc(NC(=O)c2c(NC(=O)c3ccc([N+](=O)[O-])cc3)sc3c2CCCC3)c1
→ -7, 1.0, -0.6, 12
CCCCc1ccc(Nc2ncnc3c2cnn3-c2ccc(OC)cc2)cc1
→ -9, -0.1, 1.1, -12
CC(=O)N1CCc2nc(-c3ccncc3)nc(N3CCCCC3)c2C1
→ 4, 0.0, 2.2, 5
Cc1ccc2oc3c(c(=O)c2c1)C(c1cccs1)N(CCCN(C)C)C3=O (stereo not given)
→ -61, 0.1, -1.8, 11
Cc1ccccc1-n1nc2c(c1NC(=O)C1(c3ccc(Cl)cc3)CCCC1)CS(=O)C2 (stereo not given)
→ 2, 0.1, 1.4, -10

More compounds
Values run as follows: TEAD-YAP block, FBW7 act, GPR151 ag, MITF primary
NC(=O)C1CCN(c2oc(-c3ccco3)nc2S(=O)(=O)c2ccccc2)CC1
→ 2, 0.0, -0.1, 8
COCCSc1nnc(CCNC(=O)c2ccc(C)s2)n1C
→ -1, 0.2, -0.7, -20
CC(C)n1cnc2c(NCCc3ccc(O)cc3)nc(Nc3ccc(C(F)(F)F)cc3)nc21
→ 1, -0.1, -0.3, -6
O=C(Nc1sc2c(c1C(=O)NCC1CCCO1)CCCC2)c1cccs1 (stereo not given)
→ -1, 0.1, -1.4, 8
CCOC(=O)C1(C)NC(c2ccc(OC)cc2)C2C(=O)N(CC)C(=O)C21 (stereo not given)
→ -2, 0.0, 2.2, -1
COc1cc(-c2noc(CCC(=O)Nc3cccc(C)c3C)n2)cc(OC)c1OC
→ 6, -0.1, -0.8, 8
CCSc1nnc(NC(=O)c2oc3ccc(F)cc3c2C)s1
→ 1, 0.0, 0.9, 7
CCOC(=O)c1c(NC(=O)CSc2nnc(CNC(=O)COc3ccc(Cl)cc3)n2-c2cccc(Cl)c2)sc2c1CCC2
→ 4, -0.1, -0.3, -7
COc1ccc(NC(=O)N(CCC(C)C)C(C)c2ccccn2)c(OC)c1 (stereo not given)
→ -3, -0.1, -1.0, -1
CN1CC(=O)NC1=NC(=O)c1cc(F)c(F)cc1Cl
→ 5, -0.1, -1.9, 13

Other entries.
Values run as follows: TEAD-YAP block, FBW7 act, GPR151 ag, MITF primary
CN(Cc1nc2ccccc2[nH]1)c1nncc(-c2ccc(C(F)(F)F)cc2)n1
→ -3, -0.1, 2.3, 5
Cc1noc(C(=O)NCc2ccc(Cl)cc2)c1Cl
→ 3, 0.0, 1.2, 4
COc1ccc(C(=O)Nc2c3c(nn2-c2cc(C)cc(C)c2)CSC3)cc1OC
→ 1, 0.0, 1.3, -3
Oc1ccccc1-c1nc(SCc2ccccc2)nc(-c2ccccc2)n1
→ 2, 0.6, 0.4, 12
CN(C)c1ccc(/C=C(\NC(=O)c2ccccc2)C(=O)N/N=C/c2ccc(O)cc2O)cc1
→ 25, -0.7, 1.9, 12
NC(=O)c1sc2cc([N+](=O)[O-])ccc2c1Cl
→ -2, 0.2, 1.0, 17
CCOC(=O)C1=C(C)N=c2s/c(=C/c3ccccc3F)c(=O)n2C1c1ccc(OC)cc1 (stereo not given)
→ 1, 0.0, -0.4, 9
COc1ccccc1-c1cc(C(=O)Nc2ccc3c(c2)OCO3)no1
→ -17, 0.1, -0.1, 10
COC(=O)C(C)Sc1nc2c(c(=O)n1C)SC(C)C2 (stereo not given)
→ -1, -0.2, 3.2, 12
CCOc1ccc(S(=O)(=O)N(CC(=O)NCCc2ccccc2)c2ccccc2)cc1
→ -12, 0.7, -0.4, -19

Copied from the list:
In TEAD-YAP block, CNC(=O)c1ccc(-c2ccc(OC)cc2)nc1N1CCOCC1 is entered as -17
In MITF primary, CCOC(=O)C1(C)NC(c2ccc(OC)cc2)C2C(=O)N(CC)C(=O)C21 (stereo not given) is entered as -1
In GPR151 ag, CCOc1ccc(S(=O)(=O)N(CC(=O)NCCc2ccccc2)c2ccccc2)cc1 is entered as -0.4

Following part
Values run as follows: TEAD-YAP block, FBW7 act, GPR151 ag, MITF primary
Cc1cc(NCCCN2CCOCC2)nc(Nc2ccc(OC(F)(F)F)cc2)n1
→ 4, 0.0, 1.1, -1
COc1cc(C2C3CCCC=C3C(C#N)=C(N)C2(C#N)C#N)cc(OC)c1OC (stereo not given)
→ 6, 0.7, 2.2, 16
Cc1ccccc1/C=N/N(C)C1=NS(=O)(=O)c2ccccc21
→ -8, 0.0, -0.1, 2
O=C(O)c1cc(=O)c2cc(Cl)ccc2o1
→ 9, 0.1, 0.8, -4
CC1CCCC(NC(=O)COC(=O)COc2ccccc2C#N)C1C (stereo not given)
→ 6, -0.1, -0.5, -6
CCOc1ccc(NC(=O)CCCc2nc(-c3ccc(C)cc3)no2)cc1
→ 16, 0.0, 3.7, 3
Cc1ccc(N2C(=O)C3C4CC(=O)C(c5ccccc54)C3C2=O)cc1 (stereo not given)
→ 5, -0.2, 0.8, -3
Cc1ccccc1C(=O)NC(=S)Nc1cc(-c2nc3ncccc3o2)ccc1Cl
→ 8, 0.0, -1.0, 6
COc1cc(-c2cnc3c(Nc4ccc(O)cc4)nccn23)cc(OC)c1OC
→ -6, 0.6, -0.6, 19
Cn1c(=O)cc(OCCCC(=O)NCC2CCCO2)c2ccccc21 (stereo not given)
→ 12, 0.0, -0.4, -2

Remaining list, next part:
Values run as follows: TEAD-YAP block, FBW7 act, GPR151 ag, MITF primary
CC1CC(C)CN(c2cc(N(C)CCO)c([N+](=O)[O-])c3nonc23)C1 (stereo not given)
→ 18, 0.0, -1.2, 11
CC(=O)c1cccc(NC(=O)C2CCCN(S(=O)(=O)c3cnc[nH]3)C2)c1 (stereo not given)
→ 2, 0.0, 0.3, 1
Cc1cc(-c2ccccc2)nc2cc(C(=O)N3CCOCC3)nn12
→ -4, 0.0, -0.4, -4
COc1cc(C#N)ccc1OCC(=O)Nc1ccc([N+](=O)[O-])cc1
→ 2, -0.1, -0.9, -5
CCOc1cccc(C2CC(c3ccc(Cl)cc3)=NC(c3ccc(Cl)cc3)N2)c1O (stereo not given)
→ 10, 0.1, 0.3, -4
COc1ccc(S(=O)(=O)Nc2ccc([N+](=O)[O-])cc2)cc1
→ -10, 0.1, -1.1, 12
Cc1cccc(C)c1NC1=C(Cl)C(=O)OC1OC(=O)c1ccccc1Br (stereo not given)
→ 5, -0.2, 1.7, 3
OCCC1CN(Cc2cccn2-c2ncccn2)CCN1Cc1ccccc1 (stereo not given)
→ 1, -0.1, 2.7, 10
CCOc1ccc(NS(=O)(=O)c2cccc(C(=O)Nc3ccccc3C(=O)O)c2)cc1
→ -4, 0.0, 0.2, 12
CC(=O)N1N=C(C)CC1(C)C
→ -9, -0.2, -1.2, -2

(more compounds)
Values run as follows: TEAD-YAP block, FBW7 act, GPR151 ag, MITF primary
COc1ccc(NC(=O)Nc2ccc(S(N)(=O)=O)cc2)cc1OC
→ 8, 0.3, -1.7, 10
Fc1ccc(-c2cnc3c(N4CCOCC4)nccn23)cc1Cl
→ -24, 0.1, -1.6, 0
Cc1c(S(=O)(=O)NCc2ccc(S(N)(=O)=O)cc2)sc2ccc(Cl)cc12
→ -2, 0.0, -0.5, 14
Cc1nn(C)c(C)c1S(=O)(=O)NCc1ccc(-c2cccs2)cc1
→ 5, 0.0, 1.2, -2
COc1cc(C=O)c(Br)cc1OCCOC(C)=O
→ 0, 0.0, -0.8, -8
CC(C)c1csc(CN2CCCC(CNS(=O)(=O)c3cccc4cccnc34)C2)n1 (stereo not given)
→ -10, 0.0, -1.5, 3
O=C(COc1cccc(-c2nc(Nc3ccc4[nH]ncc4c3)c3ccccc3n2)c1)Nc1cccnc1
→ 37*, 0.0, 0.0, 13
CCC(C)(C(=O)NC1CCCC1)N(Cc1cccs1)C(=O)C1CCC(=O)N1 (stereo not given)
→ 15, -0.3, 0.5, -6
O=C(Cc1ccc(Cl)cc1Cl)N1CCC[C@@H]1[C@@H](O)c1nccs1
→ 9, 0.3, -1.1, 17
Cc1onc(-c2ccccc2Cl)c1C(=O)NCCN1CCOCC1
→ -1, 0.3, 1.8, 9

One compound at a time (already shown). Values in the order: TEAD-YAP block | FBW7 act | GPR151 ag | MITF primary
Shown for O=C(Cc1ccc(Cl)cc1Cl)N1CCC[C@@H]1[C@@H](O)c1nccs1 → 9 | 0.3 | -1.1 | 17
Shown for COc1ccc(NC(=O)Nc2ccc(S(N)(=O)=O)cc2)cc1OC → 8 | 0.3 | -1.7 | 10

Remaining list, next part.
Values run as follows: TEAD-YAP block, FBW7 act, GPR151 ag, MITF primary
CCOC(=O)c1c(NC(=O)c2ccc(S(=O)(=O)N(CC(C)C)CC(C)C)cc2)sc2c1CC(C)(C)NC2(C)C
→ -4, -0.1, 1.1, 5
O=C(Nc1ccccc1Oc1cccnc1)C1CCCN(Cc2cccnc2)C1 (stereo not given)
→ 6, 0.2, 1.5, 6
Cc1scc(C(=O)NCc2ccco2)c1-c1ccccc1
→ -5, -0.2, -1.2, 7
COCC(C)NC(=O)Cc1ccc(Cl)cc1 (stereo not given)
→ -10, -0.1, -0.9, 14
CCCCCCOc1ccc(C2Oc3ccc(OC)cc3C3CC(c4ccc(OC)cc4)=NN32)cc1 (stereo not given)
→ -47, 0.1, 0.4, 6
COc1ccccc1N1Cc2ccc(OC)c(OC)c2C1=O
→ 2, 0.3, 0.0, 8
CC1CCC(NC(=O)CN2CCN(Cc3ccccc3Cl)C2=O)CC1 (stereo not given)
→ -7, -0.2, 1.0, -11
CCC(=O)N1CCc2cc(Br)cc(S(=O)(=O)N3CCN(CC)CC3)c21
→ -9, 0.1, 1.6, 8
CC(=O)Nc1ccc(S(=O)(=O)Nc2cccc3cccnc23)cc1
→ 6, 0.3, 0.4, 11
Cc1cccc(CNC(=O)C2CC23CCN(CC2CC=CCC2)CC3)n1 (stereo not given)
→ 8, 0.2, 0.4, 0

(continued)
Values run as follows: TEAD-YAP block, FBW7 act, GPR151 ag, MITF primary
N#CCn1c(-c2ccccc2F)nc2ccccc2c1=O
→ -26, 0.0, -0.5, 4
O=C(CN(C(=O)CNS(=O)(=O)c1ccccc1)c1ccc(F)cc1)NCc1ccco1
→ 2, 0.1, 0.5, 5
CCCc1[nH]n(-c2ccc(F)cc2)c(=O)c1C=N
→ 10, 0.2, -1.3, -2
O=C(ON1C(=O)CCN(C(=O)c2ccccc2)C1c1ccccc1)c1ccccc1 (stereo not given)
→ 4, -0.1, -0.3, -3
Cc1nc2ccc(S(=O)(=O)NC(CC(C)C)C(=O)NCc3ccc(F)cc3)cc2s1 (stereo not given)
→ -3, -0.2, 0.0, -10
O=[N+]([O-])c1cc(C(=S)N2CCOCC2)ccc1O
→ 2, -0.3, 1.6, 2
CCN(C(=O)Cn1cc(-c2ccc(C)cc2)c(N2CCOCC2)n1)c1ccccc1
→ -4, -0.1, 0.2, -11
Cn1c(=O)[nH]c(=O)c2c1nc(N1CCCCCC1)n2Cc1cccc(Br)c1
→ -9, -0.1, 0.9, 1
CCOc1cc(C2C3=C(CCCC3=O)OC3=C2C(=O)CCC3)cc([N+](=O)[O-])c1O
→ -4, -0.2, -0.3, -1
Cc1nc2sccn2c1C(=O)N(C)c1ccccc1
→ -3, 0.4, -1.1, 8

Among those listed so far, five contain bromine.
Values run as follows: TEAD-YAP block, FBW7 act, GPR151 ag, MITF primary
COC(=O)C1=C(C)NC2=C(C(=O)c3ccccc32)C1c1ccc(Br)cc1 (stereo not given)
→ 10, -0.2, 2.4, 1
Cc1cccc(C)c1NC1=C(Cl)C(=O)OC1OC(=O)c1ccccc1Br (stereo not given)
→ 5, -0.2, 1.7, 3
COc1cc(C=O)c(Br)cc1OCCOC(C)=O
→ 0, 0.0, -0.8, -8
CCC(=O)N1CCc2cc(Br)cc(S(=O)(=O)N3CCN(CC)CC3)c21
→ -9, 0.1, 1.6, 8
Cn1c(=O)[nH]c(=O)c2c1nc(N1CCCCCC1)n2Cc1cccc(Br)c1
→ -9, -0.1, 0.9, 1

Other compounds follow.
Values run as follows: TEAD-YAP block, FBW7 act, GPR151 ag, MITF primary
Cc1ccnc(NS(=O)(=O)c2ccc(NC(=O)CC(C)C)cc2)n1
→ -1, 0.5, 2.4, -1
Cc1cc(NS(=O)(=O)c2ccc(Nc3nc(-c4ccncc4)cs3)cc2)no1
→ 8, 0.6, 0.3, -6
COc1ncccc1C1(O)CC2CCC(C1)N2C(=O)c1c(C)noc1C (stereo not given)
→ -4, 0.1, 1.4, -20
CN(Cc1ccccc1)Cc1ccc(C(=O)NC2CCC(O)CC2)c(=O)[nH]1 (stereo not given)
→ -8, 0.0, 0.2, 0
CS(=O)(=O)N1CCN(c2ncccn2)CC1
→ 5, -0.1, 0.8, 2
CCOc1cc(/C=C2\NC(=O)N(Cc3ccc(Cl)cc3)C2=O)cc(Cl)c1OCC
→ 12, -0.1, -0.7, 9
COc1cc(N=c2c([N+](=O)[O-])nn(-c3cccc(Cl)c3)n2O)cc(OC)c1
→ 18, -0.1, -0.5, 15
Cc1nc2ccccc2c2oc(C(=O)N3CCN(c4ccc([N+](=O)[O-])cc4)CC3)cc12
→ -36, -0.1, 0.4, -8
COCCNC(=O)CCCOc1ccc(Cl)cc1
→ -3, 0.4, 0.6, 22
